Assay outcomes (PubChem BioAssay)
Dynein cargo inh = inhibitors of GR-EGFP nuclear translocation, primary screen, dynein cargo transport inhibitor project, imaging, high-content, 3617.4 mouse cells | test concentration mostly 20 µM; stimulated with dexamethasone, 1 µM; hits give low values | z-score, hits read low | actives 0.47% (n = 220,000) | AID 1381, 2008;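 active = plate z-score of nuclear minus cytoplasmic receptor signal below a set negative limit, without overly bright fluorescence or cell loss, cut at about -3.5 in these data, passing the limit was not always enough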;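 note: z-score of nuclear minus cytoplasmic ring GR-EGFP intensity difference per well; some compounds called inactive have numbers as strong as hits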
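medium = tetracycline-free induction medium containing charcoal-stripped FBS | probe or stimulus = dexamethasone, 1.0 µM final | timing = 48 h induction, then 1 h compound, then 30 min agonist, 37 °C | detection = automated 10x imaging of fixed Hoechst-stained cells | read-out basis = nuclear versus cytoplasmic GR-EGFP signal, averaged per well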
Autophagy mod = autophagy modulators in MEF cells, primary screen, imaging, high-content, MEF GFP-LC3 | AID 463193, 2010 | calls only at 10 µM (by protocol) | MEF GFP-LC3 puncta imaging; test concentration mostly 10 µM | actives 0.98% (n = 190,000);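 active = percentage of spot-positive cells more than 3 SD above its plate mean, without a fluorescence outlier flag or 80% toxicity; inconclusive = no clear call, values can overlap the other calls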;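 note: spot-positive cell cutoff set from DMSO-treated cells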
Yfh1-depleted yeast = enhancers of respiration in Yfh1-depleted yeast, dose response, Friedreich's ataxia, plus single-dose screen (AID 1465); S. cerevisiae Yfh1-off respiration, WST-1 reduction, 72 h; higher fold induction means a stronger effect; one-dose fold induction at 50 µM; EC50 in µM for titrated hits; actives 0.074% (n = 220,000);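 active = fold induction of absorbance versus untreated yeast above a set limit, then at least 30% activation at any dose in follow-up; inconclusive = repeats straddling the limit, or above it without dose testing; inactive = fold induction below the set limit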;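 note: activators that raise dye reduction in frataxin-depleted yeast; strong numbers were not always called active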
WT yeast gro inh = growth inhibition of WT strain, primary screen, mitochondrial fusion inhibitor project, WT and mutant strains, chemical genetic; mitochondrial fusion phenotypic screen; actives 2.1% (n = 190,000); inhibition, % at 10 µM; in the data active = inhibition above about 58%; tested in S. cerevisiae
Insulin prom up = insulin promoter activators in MIN6 cells, imaging, high-content screening, mouse beta cells; actives 0.3% (n = 190,000); MIN6 insulin promoter-GFP reporter; hits give high values; z-score at 5 µM;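 active = z-score above 3 at 5 µM with at least 500 cells counted in the well; inconclusive = wells under 500 cells, flagged as cytotoxic or low count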
MT stabilizer = microtubule stabilizers in HeLa cells, primary screen, imaging, high-content imaging; % tubulin-high responders, % at 10 µM; actives 0.83% (n = 200,000); HeLa tubulin immunostaining HCS, 24 h; share of cells brighter than vehicle mean+2SD;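 active = plate Z-score above 3 for both tubulin-high and condensed-nucleus cell shares, with cell loss under 80%, at 10 µM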;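 note: anti alpha tubulin signal scored within the nucleus-defined area of each cell; some results filed as inactive read as strong as hits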
bCat nuc transl = modulators of beta-catenin nuclear translocation, primary screen, imaging, HeLa cells, immunofluorescence, high-content; nuclear translocation activity, % at 5 µM; actives 0.3% (n = 190,000); AID 1665, 2009;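 active = nuclear translocation activity above 50% at 5 µM, with a well cell count of 50 or more; inconclusive = wells under 50 cells across six images, flagged as toxic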;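 note: per-cell ratio of nuclear to cytoplasmic median beta-catenin stain intensity; plate controls were DMSO negative control for no effect and GSK-3 inhibitor IX positive control for full effect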
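Technique: fluorescence imaging of beta-catenin antibody stain plus DAPI / Material: human HeLa cell line / Incubation: compound treatment 24 h, 37°C, 5% CO2 / Read-out basis: % activation of per-cell nuclear versus cytoplasmic median beta-catenin signal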
Hep lipid drop = inhibitors of hepatocyte lipid droplet formation, primary screen, imaging, high-throughput imaging, BODIPY stain; inhibition, % at 6.5 µM; actives 0.4% (n = 240,000); AML12 mouse hepatocytes, oleate lipid droplets;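 active = lipid droplet intensity inhibited by at least 50%, with more than 500 cells counted; inconclusive = wells with under 300 cells, treated as cytotoxic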
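Material – AML12 mouse liver cells · Also added – oleate loading, 100 µM · Compound dosing – 6.5 µM single-point dosing · Times – overnight treatment with compound plus oleate · Measured by – fluorescence imaging, 20x objective, two fields per well · Read-out – percent inhibition of filter-corrected integrated lipid droplet intensity per well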
NOD2 inhibition = NOD2 signaling inhibitors, cell-based, luminescence, uHTS, HEK293 (AID 1566) | HEK293 NOD2/NF-kB luciferase reporter, luminescence; higher % means a stronger effect | inhibition, % at 4 µM; hits with a dose series show EC50 in µM | actives 0.63% (n = 290,000); in the data active = inhibition above about 50%; note: many of its hits are not listed in these tables
WT yeast gro inh mutant strain = second read-out of WT yeast gro inh, no call of its own (marks repeat the call); inhibition, %; mitochondrial fusion phenotypic screen, mutant strain inhibition
Dynein cargo inh cytoplasmic EGFP = second read-out of Dynein cargo inh, no call of its own (marks repeat the call); z-score; measured here: cytoplasmic GR-EGFP intensity; hits give high values
Dynein cargo inh nuclear GR-EGFP = second read-out of Dynein cargo inh, no call of its own (marks repeat the call); z-score; measured here: nuclear GR-EGFP intensity;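 lower value marks the stronger effect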
Dynein cargo inh cell count = also measured in Dynein cargo inh; calls as there; z-score; measured here: cell count per field
Insulin prom up cell count = second read-out of Insulin prom up, no call of its own (marks repeat the call); cell count; measured here: cytotoxicity, nuclei count;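 total cells summed across four imaged fields per well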
Hep lipid drop cells 6.5 µM = further read-out of Hep lipid drop, marked with its call; cell count; measured here: cell count, cytotoxicity flag;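 cells counted across two imaged fields per well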
bCat nuc transl cell count 5 µM = further read-out of bCat nuc transl, marked with its call; cell count; measured here: cell count, cytotoxicity flag
MT stabilizer Hoechst-high % = further read-out of MT stabilizer, marked with its call; % Hoechst-high responders; measured here: nuclear condensation Hoechst responders;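 share of cells brighter than vehicle mean plus two SD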
MT stabilizer cytotoxicity % = also measured in MT stabilizer; calls as there; toxicity, %; measured here: cytotoxicity by cell density;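 0% = mean cell density of plate MIN control wells and 100% = no cells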
Autophagy mod cell loss 18 h = second read-out of Autophagy mod, no call of its own (marks repeat the call); toxicity, %; measured here: cell loss, nuclei count;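 cell loss after 18 h compound exposure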
* marks the source's active call; other numbers are inactive results; i = inactive; ? = inconclusive; . = no result given. An excerpt; rates above refer to the full screens.

Second line of a record – Hep lipid drop	WT yeast gro inh mutant strain	MT stabilizer	Insulin prom up	Yfh1-depleted yeast	Dynein cargo inh cytoplasmic EGFP	Autophagy mod cell loss 18 h	Dynein cargo inh nuclear GR-EGFP	Autophagy mod	bCat nuc transl cell count 5 µM	Insulin prom up cell count	MT stabilizer Hoechst-high %	WT yeast gro inh	Hep lipid drop cells 6.5 µM	Dynein cargo inh cell count	Dynein cargo inh	bCat nuc transl	NOD2 inhibition	MT stabilizer cytotoxicity %
- COc1ccc(Cc2cc(-c3ccc(F)cc3)n[nH]c2=O)cc1
  0.7	.	.	0.02	i	-0.259	.	0.849	.	1368	1166	.	.	701	-0.858	0.532	-0.2	17.7%	.
- CC(C)(C)c1ccc(O)c(N)c1
  .	10.5	2.2	-0.29	i	-0.242	-4.6	0.15	i	1390	1497	1.7	26.9	.	0.235	0.197	-2.8	7.6%	4.5
- C=CCN1C(=O)/C(=C\c2ccco2)C(C(=O)OC)=C1C
  2.7	15.3	0.9	0.56	i	-0.279	8.1	-0.337	i	.	1244	2.1	1.9	638	-0.168	0.188	.	-3.0%	1.4
- Cn1c(CN2CCCCC2)nc2cc(NC(=O)c3ccc(F)cc3)ccc21
  .	-11.5	5.2	-0.15	i	-0.193	8.9	0.138	i	835	1071	2.0	-2.6	.	-0.209	0.133	-0.5	8.2%	4.0
- FC(F)(F)c1cnc(NNC(=S)Nc2cccnc2)c(Cl)c1
  -4.7	-23.3	4.7	0.06	i	-0.18	-3.7	0.759	i	1152	1086	2.7	-11.6	702	-0.98	1.1	-0.6	24.9%	6.0
- CCN(CC)S(=O)(=O)c1cccc(-c2n[nH]c(=S)n2/N=C/c2ccc(OC(F)F)cc2)c1
  2.1	2.7	5.9	-0.92	i	-0.179	14.2	0.202	i	1093	1344	2.4	51.4	671	-0.371	0.219	-1.4	19.2%	2.0
- CN(C(=O)CSc1nnc(-c2ccncc2)n1-c1ccccc1)C1CCS(=O)(=O)C1 (stereo not drawn)
  11.5	.	.	0.09	i	-0.747	.	-0.387	.	1493	1065	.	.	675	-0.199	-0.335	0.9	3.8%	.
- Cc1ccc(-c2nnc(-c3ccccc3)c(N3CCOCC3)n2)cc1
  .	14.1	1.9	.	i	-0.181	0.5	-0.585	i	.	.	1.2	17.4	.	0.781	-0.623	.	6.8%	6.6
- CCOC(=O)C(Nc1ccc2ccccc2c1)C(=O)OCC
  -11.1	44.9	2.0	0.22	i	-0.172	-1.9	0.0496	i	953	1211	1.9	48.2	603	-0.145	-0.478	0.8	-10.8%	4.7
- C=CCOc1ccc2c(CC)cc(=O)oc2c1C
  -12.3	-3.9	2.6	0.31	i	-0.205	-5.4	0.0879	i	471	1431	2.7	-23.6	696	-1.02	-0.09	-2.3	5.3%	3.1
- COC(=O)c1sc2ccccc2c1-n1cccc1C(=O)C(=O)Nc1ccc(F)cc1
  .	16.4	2.6	5.4*	i	-0.0722	0.9	-0.657	i	1353	1583*	1.9	21.7	.	0.89	0.0126	-0.1	-1.7%	5.1
- Cn1ncn2c(=O)c3c(nc12)-c1ccccc1CC31CCCC1
  -5.8	.	.	0.43	i	-0.224	.	-0.402	.	1257	1203	.	.	718	-0.158	-0.627	-0.3	13.8%	.
- O=C(c1ccccc1)c1cn[nH]c1-c1ccccc1O
  .	4.2	4.2	0.25	i	-0.447	19.2	1.33	i	1361	1482	1.6	-16.1	.	-0.831	2.82	-0.5	7.4%	5.2
- Cc1[nH]nc2c1C(c1cc(Br)cs1)C(C#N)=C(N)O2 (stereo not drawn)
  1.0	23.0	7.1	1.13	i	-0.2	20.6	0.00752	i	478	1188	2.2	17.3	639	-0.407	0.725	3.7	-3.1%	9.7
- c1ccc(CCNc2ncnc3ccccc23)cc1
  -8.0	32.4	1.9	?	i	-0.236	13.6	0.185	i	950	.	2.1	48.0	654	0.842	-0.051	3.0	28.7%	3.0
- Cc1ccc(C(C(=O)NC2CCCC2)N(Cc2ccc3c(c2)OCO3)C(=O)c2snc(C(N)=O)c2N)cc1 (stereo not drawn)
  -3.2	.	.	-0.65	i	-0.1	.	0.481	.	1304	919	.	.	658	-0.948	-0.157	4.0	-5.8%	.
- CC(C)C(c1nnnn1Cc1ccccc1)N(Cc1ccco1)Cc1cccs1 (stereo not drawn)
  .	5.5	2.7	-2.27	i	-0.186	9.5	0.0497	i	1031	1133	1.7	50.7	.	0.21	-0.14	-7.5	6.3%	2.8
- O=C(Cc1cccs1)N1CCN(C(=O)C2CCCO2)CC1 (stereo not drawn)
  10.9	10.5	2.5	1.02	i	-0.191	-2.6	0.118	i	.	1256	1.2	6.4	728	-0.203	-0.249	.	-4.3%	3.7
- COc1ccc(N(C)S(=O)(=O)c2cccc(C(=O)NCC3CCCCC3)c2)cc1
  8.1	7.3	1.5	-0.83	i	-0.241	17.9	-0.158	i	1131	1584	0.9	25.3	697	0.628	0.427	-3.8	3.5%	9.5
- Cc1csc2nc(=O)c3ccccc3n12
  -7.6	-7.7	1.5	0.18	i	0.00726	1.2	-0.156	i	.	1255	1.7	19.9	693	-0.471	-0.578	.	-0.7%	3.2
- O=C(/C=C/c1ccccc1)N/C(=C/c1ccccc1)C(=O)N1CCOCC1
  7.8	13.7	1.8	0.19	i	-0.244	7.5	-0.346	i	.	1246	1.8	11.4	723	0.114	-0.0239	.	2.2%	0.1
- Cc1nn(C)c(C)c1NC(=O)c1ccccc1NC(=O)Nc1ccccc1
  -17.0	.	.	-0.01	i	-0.124	.	0.662	.	1244	1047	.	.	647	-0.634	1.44	1.5	13.1%	.
- OC1(c2ccccc2Cl)NN=C2CCCCCN21 (stereo not drawn)
  10.0	5.4	1.1	-0.45	i	-0.218	5.0	-0.409	i	1067	1644	1.4	-28.3	681	0.372	-0.377	1.8	-5.5%	5.7
- C=CCOc1ccc(/C=N/NC(=O)C(C)Sc2ccccn2)cc1OCC (stereo not drawn)
  36.6	5.0	3.4	.	i	-0.177	2.6	0.217	i	1215	.	1.5	0.1	596	-1.13	0.17	-1.7	5.0%	4.6
- CN(c1ccccc1)S(=O)(=O)c1cc(Cl)ccc1Cl
  -16.1	5.7	2.6	-0.03	i	-0.168	6.1	-0.496	i	1055	1307	1.8	-3.1	716	0.15	-0.418	-1.7	-3.8%	8.2
- O=C(N/N=C/c1cccnc1)c1cccc(N2CCCC2=O)c1
  -4.9	.	.	-0.63	i	-0.27	.	-0.0292	.	1276	1492	.	.	726	0.712	0.111	0.2	-15.4%	.
- Cc1ccnc(NS(=O)(=O)c2ccc(NS(C)(=O)=O)cc2)n1
  39.9	.	.	-0.45	i	-0.252	.	0.721	.	1324	949	.	.	645	0.102	0.329	0.0	4.8%	.
- Cc1ccc(NC(=O)c2ccc(-n3cncn3)c([N+](=O)[O-])c2)cc1
  18.7	-4.6	1.3	-0.53	i	-0.249	26.3	-0.339	i	1119	1537	2.3	-8.7	715	0.907	-0.92	-0.1	10.4%	4.1
- CCN(CC)S(=O)(=O)c1ccc(OC)c(NC(=O)c2cc([N+](=O)[O-])ccc2Cl)c1
  .	-11.7	0.2	0.55	i	0.698	5.8	-0.642	i	1315	1401	1.2	-5.2	.	-1.83	-0.794	-1.3	-11.0%	9.7
- C=CCNC(=O)c1cc(C(=O)C(C)c2ncc(C(F)(F)F)cc2Cl)c[nH]1 (stereo not drawn)
  12.5	-7.0	4.4	-0.28	i	-0.249	-4.9	-0.327	i	1118	942	2.7	-6.5	706	0.333	-0.313	0.9	-33.8%	9.1
- Cc1nc2ccccc2c(=O)n1NC(=O)C1CCC(C(C)(C)C)CC1 (stereo not drawn)
  18.1	-21.9	3.1	-0.21	i	-0.237	13.1	0.433	i	1105	1087	1.9	6.1	721	0.442	0.64	-0.4	21.5%	1.5
- CC(C(=O)N1CCOCC1)N1C(=O)c2ccccc2C1=O (stereo not drawn)
  -0.6	6.3	3.2	0.46	i	-0.236	3.9	0.0796	i	1105	1171	1.7	1.6	778	-0.423	-0.0615	-0.8	-3.0%	2.5
- O=C(Nc1ccc(N2CCOCC2)cc1N1CCOCC1)c1ccco1
  0.2	-10.1	1.6	-0.85	i	-0.257	6.4	0.787	i	.	1248	1.5	4.8	724	-0.921	1.47	.	-5.3%	2.7
- CCOC(=O)CSc1n[nH]c(NC(C)=O)n1
  -11.5	15.1	3.4	0.19	i	-0.221	22.2	0.371	i	1184	1379	0.6	4.8	687	-0.536	0.38	-1.7	-1.3%	0.0
- O=C(O)c1cncc(C#CCC2CCCCC2)c1
  .	.	.	-0.08	i	-0.173	.	0.0148	.	1294	1438	.	.	.	-0.0685	0.256	1.3	-151.8%	.
- COc1cccc(NC2CC(=O)N(CCc3ccccc3)C2=O)c1 (stereo not drawn)
  .	-1.0	1.2	1.21	i	-0.245	15.0	-0.0338	i	1297	1566	1.8	-2.7	.	1.52	0.531	2.3	14.5%	4.7
